West Nile virus CPE: inhibition of WNV-induced cytopathic effect – cell-based, CPE readout (AID 1621) | West Nile virus-infected cells, CPE inhibition; higher % means a stronger effect | 290,000 compounds, 0.02% hits | CPE inhibition, % at 10 µM; hits with a dose series show IC50 in µM; in the data active means a potency from the dose series; inconclusive means CPE inhibition mostly from about 3.7% at the one dose, without a potency; inactive means the rest, 99 in 100 with CPE inhibition below about 2.2%; further: strong numbers were not always called active
Ins promoter up: MIN6 insulin promoter up-regulation. MIN6 insulin promoter-GFP reporter, high-content imaging; hits give high values. z-score at 5 µM. 190,000 compounds, 0.3% hits. AID 1625;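 active means z-score above 3 at 5 µM with at least 500 cells counted in the well; inconclusive means wells under 500 cells, flagged as cytotoxic or low count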
WT yeast gro inh: growth inhibition of WT yeast, mitochondrial fusion screen. mitochondrial fusion phenotypic screen, WT strain. inhibition, % at 10 µM. 190,000 compounds, 2.1% hits. AID 1362; in the data active means inhibition above about 58%; tested in S. cerevisiae
T cell modulator: T cell immune modulation candidate; 2C CD8+ T cell-vesicle binding, flow cytometry; hits give low values; calls only at 7 µM; 330,000 compounds, 0.068% hits; AID 2052;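 active means response, share of CD8 T cells binding vesicles, and their 90th percentile fluorescence all below set limits, cut at about 80% in these data, passing the limit was not always enough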
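Assay system: 2C TCR transgenic mouse naive CD8+ T cells, MACS-purified | Read-out: CD8+ gate FL2 mean fluorescence as % of same-row positive control | Signal: High-throughput flow cytometry with anti-B7-1 and anti-CD8 staining | Timing: Binding step 1.5 h, 37 °C, antibody labelling 20 min, ice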
Lipid droplet: hepatic lipid droplet formation modulation. 240,000 compounds, 0.4% hits. AML12 mouse hepatocytes, oleate lipid droplets, BODIPY imaging. inhibition, % at 6.5 µM. AID 1656;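 active means lipid droplet intensity inhibited by at least 50%, with more than 500 cells counted; inconclusive means wells with under 300 cells, treated as cytotoxic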
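material = mouse AML12 hepatocyte cell line, fixed after treatment | also added = 100 µM oleic acid challenge | doses = compound at 6.5 µM only | schedule = overnight exposure | technique = Image-based BODIPY and DAPI two-channel analysis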
Myeloid diff 2: promotes myeloid progenitor differentiation | ER-HoxA9 myeloid progenitors, lysozyme-GFP differentiation, flow cytometry | calls only at 10 µM | 360,000 compounds, 1% hits;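 active means normalized GFP-positive differentiation at or above the plate's own cutoff, the solvent-only control mean plus 3 SD; inconclusive means no clear call, values can overlap the other calls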;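 further: cells exposed to compound for four days before flow analysis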
bCat nuc transl: alters nuclear translocation of beta-catenin in HeLa cells. immunofluorescence imaging. nuclear translocation activity, % at 5 µM. 190,000 compounds, 0.3% hits;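 active means nuclear translocation activity above 50% at 5 µM, with a well cell count of 50 or more; inconclusive means wells under 50 cells across six images, flagged as toxic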;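 further: per-cell ratio of nuclear to cytoplasmic median beta-catenin stain intensity; plate controls were DMSO negative control for no effect and GSK-3 inhibitor IX positive control for full effect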
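System: HeLa cells, endogenous beta-catenin; compound dosing: 5 µM primary single dose, 0.1% DMSO, 0.02–20 µM confirmation series; incubation: 24 h compound exposure at 37°C, 5% CO2; signal: beta-catenin immunofluorescence imaging with DAPI; evaluation: % activation, nuclear-to-cytoplasmic median beta-catenin signal ratio per cell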
Autophagy HCS: autophagy modulation, high-content screen; MEF GFP-LC3 puncta imaging; test concentration mostly 10 µM; calls only at 10 µM (by protocol); 190,000 compounds, 0.98% hits;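 active means percentage of spot-positive cells more than 3 SD above its plate mean, without a fluorescence outlier flag or 80% toxicity; inconclusive means no clear call, values can overlap the other calls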;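 further: spot-positive cell cutoff set from DMSO-treated cells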
MT stabilize HCS: microtubule stabilization, imaging screen | 200,000 compounds, 0.83% hits | % tubulin-high responders, % at 10 µM | HeLa tubulin immunostaining HCS, 24 h; share of cells brighter than vehicle mean+2SD;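 active means plate Z-score above 3 for both tubulin-high and condensed-nucleus cell shares, with cell loss under 80%, at 10 µM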;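 further: anti alpha tubulin signal scored within the nucleus-defined area of each cell; some results filed as inactive read as strong as hits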
WT yeast gro inh mutant strain: further read-out of WT yeast gro inh, marked with its call; inhibition, %; mitochondrial fusion phenotypic screen, mutant strain inhibition
Ins promoter up cell count: second read-out of Ins promoter up, no call of its own (marks repeat the call); cell count; measured here: cytotoxicity, nuclei count;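 total cells summed across four imaged fields per well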
Lipid droplet cells 6.5 µM: second read-out of Lipid droplet, no call of its own (marks repeat the call); cell count; measured here: cell count, cytotoxicity flag;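 cells counted across two imaged fields per well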
bCat nuc transl cell count 5 µM: further read-out of bCat nuc transl, marked with its call; cell count; measured here: cell count, cytotoxicity flag
T cell modulator vesicle-bound %: also measured in T cell modulator; calls as there; double positive events, %; measured here: CD8+ vesicle-bound cell fraction;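 binding gate set so that unloaded-vesicle control wells show 10% double positive cells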
MT stabilize HCS Hoechst-high %: further read-out of MT stabilize HCS, marked with its call; % Hoechst-high responders; measured here: nuclear condensation Hoechst responders;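 share of cells brighter than vehicle mean plus two SD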
MT stabilize HCS cytotoxicity %: recorded beside MT stabilize HCS, whose call it bears; toxicity, %; measured here: cytotoxicity by cell density;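 0% = mean cell density of plate MIN control wells and 100% = no cells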
Autophagy HCS cell loss 18 h: recorded beside Autophagy HCS, whose call it bears; toxicity, %; measured here: cell loss, nuclei count;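 cell loss after 18 h compound exposure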
Myeloid diff 2 GFP+ MAC1+ %: recorded beside Myeloid diff 2, whose call it bears; GFP+ MAC1+ double positive, %; measured here: differentiation confirmed by MAC1 staining
Starred values were filed as active, the others as inactive; i = inactive; ? = inconclusive; / = no result given; + = active, no number.

Sample of the layout, two compounds:
SMILES | West Nile virus CPE | Ins promoter up | Ins promoter up cell count | WT yeast gro inh | WT yeast gro inh mutant strain | T cell modulator | T cell modulator vesicle-bound % | Lipid droplet | Lipid droplet cells 6.5 µM | Myeloid diff 2 | Myeloid diff 2 GFP+ MAC1+ % | bCat nuc transl | bCat nuc transl cell count 5 µM | Autophagy HCS | Autophagy HCS cell loss 18 h | MT stabilize HCS | MT stabilize HCS Hoechst-high % | MT stabilize HCS cytotoxicity %
COc1cccc(C(=O)C2CCCN(Cc3cn(CC(N)=O)c4ccccc34)C2)c1 (stereo not drawn) | 0.1% | 0.07 | 1462 | -4.5 | 1.6 | i | 39.1 | -6.1 | 658 | i | 0.4 | -0.9 | 1023 | i | 38.4 | 3.7 | 2.8 | 9.1
CSC(=NC#N)N1CCN(c2ccccc2)CC1 | -0.4% | 0.17 | 1473 | -20.1 | -0.7 | i | 56.7 | / | / | i | 0.8 | -1.5 | 1350 | i | 13.3 | 2.2 | 1.5 | 5.3

The listing, repeating the preview:
SMILES | West Nile virus CPE | Ins promoter up | Ins promoter up cell count | WT yeast gro inh | WT yeast gro inh mutant strain | T cell modulator | T cell modulator vesicle-bound % | Lipid droplet | Lipid droplet cells 6.5 µM | Myeloid diff 2 | Myeloid diff 2 GFP+ MAC1+ % | bCat nuc transl | bCat nuc transl cell count 5 µM | Autophagy HCS | Autophagy HCS cell loss 18 h | MT stabilize HCS | MT stabilize HCS Hoechst-high % | MT stabilize HCS cytotoxicity %
COc1cccc(C(=O)C2CCCN(Cc3cn(CC(N)=O)c4ccccc34)C2)c1 (stereo not drawn) | 0.1% | 0.07 | 1462 | -4.5 | 1.6 | i | 39.1 | -6.1 | 658 | i | 0.4 | -0.9 | 1023 | i | 38.4 | 3.7 | 2.8 | 9.1
CSC(=NC#N)N1CCN(c2ccccc2)CC1 | -0.4% | 0.17 | 1473 | -20.1 | -0.7 | i | 56.7 | / | / | i | 0.8 | -1.5 | 1350 | i | 13.3 | 2.2 | 1.5 | 5.3
Cc1cc2ncn(CC(C)C)c2cc1C | -0.2% | 0.11 | 1114 | 5.9 | -21.6 | i | 43.3 | -0.5 | 737 | i | 0.2 | 0.7 | 1538 | i | -12.9 | 1.7 | 2.7 | 9.0
CCN1CCCC(NC(=O)c2cc([N+](=O)[O-])ccc2OC)C1 (stereo not drawn) | -0.7% | 0.02 | 1321 | -12.1 | 3.8 | i | 27.6 | -4.5 | 652 | i | 2.6 | 0.8 | 1004 | i | -2.6 | 2.2 | 2.5 | 4.9
Cc1ccc(C2(C)NC(=O)N(CC(=O)NCc3ccccc3Cl)C2=O)cc1 (stereo not drawn) | -0.9% | / | / | / | / | i | 36.0 | 4.9 | 825 | i | 0.6 | / | / | / | / | / | / | /
C/C(=N\Nc1cc(Cl)nc(C)n1)c1ccc(C)cc1 | 0.3% | / | / | / | / | i | 14.2 | / | / | i | 2.7 | / | / | i | 2.5 | 0.9 | 1.7 | 6.8
CCn1cc(/C=N\NC(=O)c2c[nH]c3ccccc23)c(C)n1 | 0.9% | 0.16 | 1289 | -13.2 | -8.7 | i | 22.9 | -28.3 | 689 | i | 0.0 | / | / | i | -6.3 | 1.7 | 2.4 | 4.4
Cc1ccc(C(=O)Nc2ccc(S(=O)(=O)N3CCc4ccccc43)cc2)o1 | -1.1% | -1.24 | 1214 | 5.0 | -0.7 | i | 31.0 | 0.1 | 750 | i | 1.7 | -2.1 | 1222 | i | -5.0 | 3.0 | 2.4 | 7.9
CCn1c(CS(=O)Cc2ccc(Cl)cc2Cl)nnc1SCc1c(Cl)cccc1Cl (stereo not drawn) | -1.1% | -0.78 | 1770 | 17.7 | 24.4 | i | 11.7 | 21.7 | 647 | i | 6.9 | 1.9 | 1091 | i | -4.1 | 1.7 | 1.1 | 5.6
C=CCN1C(=O)C(Cc2ccc(F)cc2)S/C1=N/N=C/c1cccs1 (stereo not drawn) | -0.3% | 0.98 | 1428 | -3.2 | 17.0 | i | 20.4 | / | / | i | 0.5 | -4.0 | 938 | i | 0.3 | 1.8 | 1.7 | 5.8
O=c1c2c3c(sc2nc2n1N=C(c1cccs1)CS2)CCCC3 | 1.3% | -0.32 | 1383 | -6.3 | -2.3 | i | 32.4 | / | / | i | 0.7 | -2.6 | 955 | i | -4.5 | 3.9 | 1.9 | 10.3
COc1ccc(/C=N/n2cnc3c([nH]c4ccc(F)cc43)c2=O)cc1CSc1ccccn1 | ? | / | / | / | / | i | 57.0 | 2.0 | 678 | i | 0.9 | -0.8 | 1255 | / | / | / | / | /
Cn1cc([N+](=O)[O-])c(C(=O)NCc2ccccc2)n1 | 0.6% | 0.04 | 1354 | / | / | i | 8.7 | 6.4 | 704 | i | 0.7 | -1.3 | 1295 | / | / | / | / | /
O=C(c1ccccc1)N1CCC2(CC1)NCCc1[nH]cnc12 | 0.3% | / | / | / | / | i | 12.1 | 3.4 | 653 | i | 2.9 | / | / | / | / | / | / | /
CCC12CN3CCN(CC(C3)/C1=N\NC(=O)Nc1ccccc1)C2 | 0.1% | -0.21 | 1504 | 0.6 | 9.0 | i | 51.4 | 14.8 | 696 | i | 6.2 | -0.7 | 1093 | i | 7.3 | 4.8 | 2.4 | 6.1
O=C(O)c1cccn1Cc1ccccc1F | -0.4% | -0.55 | 1435 | -28.4 | 1.6 | i | 39.1 | / | / | i | 5.1 | -2.4 | 888 | i | 3.3 | 4.2 | 2.9 | 10.4
COc1ccc(C(=O)N/N=C/c2sc(=O)n(Cc3cccc(C(=O)O)c3)c2Cl)cc1 | 0.3% | / | / | / | / | i | 2.1 | 1.8 | 776 | i | 0.5 | 0.1 | 1375 | / | / | / | / | /
N#Cc1c2c(c(NCc3cccnc3)n3c1nc1ccccc13)CCC2 | -0.2% | -0.6 | 986 | -15.1 | -33.6 | i | 13.5 | -37.0 | 719 | i | 0.8 | -1.5 | 1230 | i | -5.3 | 1.7 | 1.3 | 5.6
COc1c(C)cccc1C(=O)Nc1ccc(CN2CCCCC2)cc1 | -0.4% | -0.09 | 901 | 7.5 | -2.6 | i | 37.9 | -5.8 | 693 | i | 0.7 | -3.9 | 1044 | i | -3.8 | 1.1 | 1.1 | 7.3
O=C(CC(=O)c1ccccc1)Nc1cccnc1Cl | -0.8% | -0.51 | 1382 | -9.9 | -22.1 | i | 56.5 | 0.5 | 672 | i | 0.5 | 2.5 | 1024 | i | -3.2 | 3.1 | 2.9 | 8.2
O=C(O)C(CC1CCCCC1)N1CCS(=O)(=O)CC1 (stereo not drawn) | 1.2% | 0.38 | 1339 | 6.2 | -7.8 | i | 34.7 | 5.0 | 679 | i | 0.3 | -2.4 | 1097 | i | -7.2 | 2.6 | 1.3 | 3.1
Cc1cc(C)nc(NC(=S)Nc2cccc(Cl)c2Cl)c1 | 0.5% | -0.58 | 1447 | 12.4 | 20.5 | i | 44.4 | -1.3 | 672 | + | 0.3* | 2.4 | 806 | i | 21.9 | 2.1 | 2.3 | 0.5
COCCCn1c(SCC(=O)Nc2ccccc2)nnc1-c1ccncc1 | -0.1% | 0.32 | 1186 | 9.4 | 7.1 | i | 57.6 | 19.1 | 761 | i | 2.7 | -2.1 | 1157 | i | -10.2 | 3.2 | 2.1 | 6.3
Cc1ccc(F)cc1NC(=O)c1cnccn1 | / | -0.5 | 1072 | 3.7 | 1.5 | i | 34.7 | -6.1 | 718 | i | 0.2 | -1.9 | 1080 | i | -8.7 | 2.9 | 2.3 | 1.4
CCn1c(=O)c2ccccc2n2c(SCC(=O)N3CCCc4ccccc43)nnc12 | 0.1% | / | / | 2.0 | -9.4 | i | 8.3 | / | / | i | 1.2 | / | / | i | -3.6 | 3.3 | 2.8 | 11.0
CS(=O)(=O)c1ccc(C(=O)OCc2nnc(-c3ccc(Cl)cc3)o2)cc1[N+](=O)[O-] | -0.1% | -0.38 | 1274 | 20.0 | -6.9 | i | 57.5 | 7.8 | 679 | i | 0.5 | 2.3 | 1067 | i | 3.6 | 1.3 | 2.2 | 5.4
Clc1ccc(C2[C@H]3CN(Cc4cccnc4)[C@H](c4ccccc4)C34CC2(c2ccccc2)C4)cn1 (stereo partly drawn) | -0.1% | -0.2 | 931 | / | / | i | 38.4 | 7.4 | 748 | / | / | 0.4 | 1404 | / | / | / | / | /
CCCSc1nc(C)cc(C)c1S(=O)(=O)c1ccccc1C | / | / | / | 5.3 | 23.0 | i | 11.6 | / | / | i | 0.1 | / | / | i | 12.1 | 3.1 | 1.8 | 5.0
Cc1nc(C)c(C(=O)NCCC(c2ccccc2)c2ccccc2)o1 | -2.0% | / | / | -0.3 | -1.6 | i | 42.9 | 6.6 | 693 | i | 0.8 | -0.5 | 1068 | i | 6.1 | 2.0 | 1.9 | 3.6
Cc1cccc(NC(=O)N2CCc3ccccc3C2)c1C | -0.6% | / | / | / | / | i | 68.3 | -2.9 | 805 | i | 1.6 | / | / | / | / | / | / | /
COc1ccccc1/C=C\C(=O)NCC(=O)N/N=C(/C)c1cccc([N+](=O)[O-])c1 | 0.0% | / | / | / | / | i | 20.0 | -2.1 | 796 | i | 0.6 | / | / | / | / | / | / | /
Cc1[nH]c(=O)[nH]c(=O)c1/C=N/NC(=O)CCCCCNC(=O)OC(C)(C)C | 0.3% | 0.41 | 1456 | / | / | i | 33.7 | 3.9 | 698 | i | 0.6 | -2.3 | 1131 | / | / | / | / | /

High-throughput results deposited in PubChem BioAssay by several laboratories.
